Mcl-1 Bim block: inhibitors of Bim peptide binding to Mcl-1, primary screen, biochemical, bead-based flow cytometry, multiplex. 0.1% of 190,000 active. Bim peptide-Mcl-1 binding. AID 1009, 2008. Induced myeloid leukemia cell differentiation protein Mcl-1 (Homo sapiens), Q07820. inhibition, % at 10 µM; in the data active means inhibition above about 40%;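 further: 0% = no compound tracer wells and 100% = peptide blocker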
Target sequence (Q07820 whole entry, looked up): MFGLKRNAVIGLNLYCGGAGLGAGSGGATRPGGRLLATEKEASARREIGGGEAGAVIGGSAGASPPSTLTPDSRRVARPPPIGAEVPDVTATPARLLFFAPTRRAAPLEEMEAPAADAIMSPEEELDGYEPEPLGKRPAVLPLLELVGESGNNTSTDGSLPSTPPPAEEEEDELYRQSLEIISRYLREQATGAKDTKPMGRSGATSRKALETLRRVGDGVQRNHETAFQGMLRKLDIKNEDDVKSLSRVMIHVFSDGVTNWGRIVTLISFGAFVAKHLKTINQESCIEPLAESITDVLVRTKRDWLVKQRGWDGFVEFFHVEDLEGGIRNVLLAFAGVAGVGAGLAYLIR
ABCB1 inh: ABCB1 efflux pump inhibitors, primary screen, cell-based, multiplex, flow cytometry, ABCG2 counter-screen. CCRF-Adr cells, JC-1 efflux. 0.067% of 190,000 active. ATP-dependent translocase ABCB1 (Homo sapiens), P08183. inhibition, % at 6.6 µM. AID 1326, 2008; in the data active means inhibition above about 40%;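 further: 0% = vehicle and 100% = reference inhibitor; higher value means more JC-1 retained so stronger ABCB1 efflux block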
Avidin bead fluor: green autofluorescence of compounds with avidin beads – biophysical, 488/530 nm, flow cytometry, artefact control, profiling panel; compound fluorescence 488/530 nm; active compounds read high; fluorescence (KMESF) at 10 µM; 0.38% of 220,000 active; in the data active means fluorescence above about 47; further: inactives centre near 10
RGS4-Gao reg: modulators of RGS4 binding to Galphao, primary screen, biochemical, multiplexed bead flow cytometry; Guanine nucleotide-binding protein G(o) subunit alpha (Homo sapiens), P09471; actives lie on both sides; binding response (% of control), % at 10 µM; 0.33% of 220,000 active; in the data active means binding response below about 49% or above about 150%; inactive means in between;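 further: fluorescent Galphao activated with aluminum fluoride binding bead-coupled RGS4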
Target sequence (P09471 whole entry, looked up): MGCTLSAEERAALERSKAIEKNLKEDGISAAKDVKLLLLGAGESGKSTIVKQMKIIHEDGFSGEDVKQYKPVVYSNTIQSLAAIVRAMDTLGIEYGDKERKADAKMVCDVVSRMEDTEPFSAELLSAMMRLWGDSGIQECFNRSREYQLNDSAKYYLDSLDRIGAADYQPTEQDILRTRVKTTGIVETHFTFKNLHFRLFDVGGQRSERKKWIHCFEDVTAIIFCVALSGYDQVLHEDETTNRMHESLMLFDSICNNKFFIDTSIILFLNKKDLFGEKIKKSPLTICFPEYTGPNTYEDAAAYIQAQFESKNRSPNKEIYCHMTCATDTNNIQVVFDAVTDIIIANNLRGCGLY
RGS8-Gao: RGS8-Galphao binding modulators, primary screen, biochemical, multiplexed bead flow cytometry; Guanine nucleotide-binding protein G(o) subunit alpha (Homo sapiens), P09471; actives lie on both sides; response (percent of control binding), % at 10 µM; 0.34% of 220,000 active; AID 1423, 2008; in the data active means response below about 60% or above about 140%; inactive means in between;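 further: Galphao activated as the GDP aluminium fluoride complex binding bead-coupled RGS8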
ABCG2 inh: ABCG2 efflux pump inhibitors, primary screen, multiplex with ABCB1, IgMXP3 cells, flow cytometry | Broad substrate specificity ATP-binding cassette transporter ABCG2 (Homo sapiens), Q9UNQ0 | 0.1% of 190,000 active | inhibition, % at 6.6 µM | JC-1 efflux;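 active means inhibition above 80%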;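 further: 0% = DMSO and 100% = nicardipine control wells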
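Incubation: cells with compound and JC-1, 10 min at 25 °C, rotating, no wash / Test system: IgMXP3 (ABCG2) plus far-red-tagged CCRF-Adr (ABCB1) cells / Compound dosing: one concentration, 6.6 µM final / Also added: JC-1 fluorescent substrate / Evaluation: efflux inhibition in percent versus controls / Detection: flow cytometry, 530 nm JC-1 signal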
Pf gamet viab: late stage P. falciparum gametocyte viability inhibitors, primary screen, ATP luminescence, HTS; P. falciparum stage V gametocytes, 24 h; inhibition, % at 10.9 µM; 0.065% of 150,000 active;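 active means inhibition above the mean plus 3 SD of compounds within the control limits, set per campaign, cut at about 38% in these data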;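 further: 0% = DMSO wells and 100% = medium only without gametocytes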
GSH bead fluor: compound fluorescence on glutathione beads, profiling panel, artefact control, biophysical, 488/530 nm, flow cytometry | 0.25% of 190,000 active | fluorescence (KMESF) at 10 µM | GSH beads flow cytometry, compound fluorescence 488/530 nm; active compounds read high | AID 1776, 2009; in the data active means fluorescence above about 89;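 further: glutathione beads carrying GST-tagged Bcl family fusion proteins plus one bare bead set; values are compound well signal with DMSO vehicle wells as background; inactives centre near 16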
Mcl1 Noxa PPI: Mcl-1/Noxa binding inhibitors, primary screen, biochemical, TR-FRET, 1536-well. TR-FRET Mcl-1/Noxa peptide binding, 2 h. inhibition, % at 21.7 µM. Induced myeloid leukemia cell differentiation protein Mcl-1 (Homo sapiens), Q07820. AID 1022, 2008. 1.5% of 220,000 active;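 active means compounds that cut the protein-peptide binding signal by more than 50% relative to plate controls in a single-dose test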;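 further: His-tagged Mcl-1 with rhodamine Noxa BH3 peptide and terbium anti-His antibody; 0% = Mcl-1 plus Noxa peptide wells and 100% = peptide-only wells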
Mcl1-Bid inh: Mcl-1/Bid binding inhibitors, primary screen, biochemical, TR-FRET, 1536-well; Induced myeloid leukemia cell differentiation protein Mcl-1 (Homo sapiens), Q07820; TR-FRET Mcl-1/Bid-Dy647 peptide binding; inhibition, % at 21.7 µM; 0.97% of 220,000 active;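 active means compounds that cut the binding signal by more than half at the single screening dose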;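 further: His-tagged Mcl-1 with europium anti-His antibody binding Bid BH3 peptide; 0% = Mcl-1 plus peptide wells and 100% = peptide-only wells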
RGS7-Gao: RGS7-Galphao binding modulators, primary screen, biochemical, multiplexed bead flow cytometry. Guanine nucleotide-binding protein G(o) subunit alpha (Homo sapiens), P09471. actives lie on both sides. binding response (% of control), % at 10 µM. 0.35% of 220,000 active. AID 1439, 2008; in the data active means binding response below about 49% or above about 150%; inconclusive means no clear call, values can overlap the other calls; inactive means in between;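 further: fluorescent Galphao held in activated GDP-AlF4 state binding bead-coupled RGS7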
An asterisk follows results filed as active; ? = inconclusive; / = not tested or not shown.

Structure	Mcl-1 Bim block	ABCB1 inh	Avidin bead fluor	RGS4-Gao reg	RGS8-Gao	ABCG2 inh	Pf gamet viab	GSH bead fluor	Mcl1 Noxa PPI	Mcl1-Bid inh	RGS7-Gao
CCCN1C(=O)c2cc(C(=O)NC3CCCCCC3)ccc2C1O (stereo unspecified)	9	0.8	4	94	92	6	/	23	15	-8	91
O=C(Nc1cc(C(F)(F)F)ccc1Cl)C(Sc1nnc(-c2cccs2)o1)c1ccccc1 (stereo unspecified)	-2	-0.9	8	100	102	-2	6	17	-37	-59	103
C/C(=N\Nc1ccc([N+](=O)[O-])cc1[N+](=O)[O-])C(C)(C)C(C(=O)O)C(=O)O	-9	1.2	11	105	102	23	-25	12	5	13	106
COc1ccccc1C1CN(c2ccc(F)cc2F)N=C1c1cccs1 (stereo unspecified)	1	0.0	10	93	99	0	/	30	6	-17	97
Cc1ccc(Cl)cc1NC(=O)CC(O)(C(F)(F)F)C(F)(F)F	0	0.3	29	102	99	2	/	45	-8	-12	112
CCOC(=O)C(=Cc1ccc(-n2cncn2)cc1)C(=O)OCC	-1	0.0	10	99	97	1	6	16	23	-28	98
COc1cc([N+](=O)[O-])ccc1NC(=O)CSc1nnc(C)c(C)n1	0	1.5	5	91	76	7	/	18	17	24	94
Cc1ccccc1CN(c1ccc(C(=O)NCC2CCCO2)cc1)S(C)(=O)=O (stereo unspecified)	-3	1.3	3	103	117	14	25	12	3	0	105
NC(=O)C(c1ccccc1)C1CCCCC1 (stereo unspecified)	1	0.3	17	109	106	1	/	11	10	-32	104
O=C(O)CC1=C(Nc2ccccc2)C(=O)N(c2ccccc2)C1c1ccc(Cl)cc1 (stereo unspecified)	/	/	6	104	106	/	-15	/	-7	-10	/
O=C(NCc1ccc(F)cc1)c1cc2c(s1)CCCC2	2	0.8	14	102	102	9	/	13	-2	8	102
CO/C(N)=C(\C#N)N=Cc1ccccc1Cl	1	-0.9	12	100	101	-2	/	20	-12	-26	103
CC(C)Cn1c(-c2ccccc2F)n[nH]c1=S	-1	-0.5	11	105	100	-1	-16	23	3	-26	106
COC(=O)C(Cc1ccc(OC(=O)c2ccccc2C)cc1)N1Cc2ccccc2C1=O (stereo unspecified)	-1	1.1	6	106	100	4	-17	47	-5	14	99
COc1ccc(OC)c(S(=O)(=O)Nc2cccc(F)c2)c1	-2	0.3	8	99	97	1	1	13	3	-16	99
COC(=O)CSc1nc(N)c2c3c(sc2n1)CCCC3	-4	0.0	22	102	99	0	/	14	13	7	102
O=C(O)CN1C(=O)S/C(=C\c2cccnc2)C1=O	/	/	8	106	104	/	15	/	8	-14	?
O=C(CCc1nnc(-c2ccsc2)o1)N1CCc2c(Cl)cccc2C1	1	-0.4	12	98	103	0	-15	15	3	-7	97
Cn1c(CCNC(=O)C(C)(C)C)nc2ccccc21	0	0.6	9	95	99	3	/	11	8	-14	94
Cc1ccc(S(=O)(=O)CC(=O)Nc2ccc(Cl)cn2)cc1	0	0.5	21	101	105	1	-2	16	1	5	106
NC(=S)c1ncc(C(F)(F)F)cc1Cl	/	/	8	102	100	/	3	/	2	-30	?
Cc1ccc2cc(CCNC(=O)c3ccc(S(=O)(=O)N4CCCCC4)cc3)c(=O)[nH]c2c1	-4	0.1	18	106	104	2	-6	9	8	-12	109
O=S(=O)(NCC(c1cccnc1)N1CCN(Cc2ccccc2)CC1)c1ccccc1 (stereo unspecified)	0	0.5	8	102	100	1	/	22	39	-26	96
O=C(Nc1cccc(Cl)c1N1CCCC1)c1cccc(-c2cc3ccccc3oc2=O)c1	0	-0.1	9	102	106	1	/	12	-4	-15	105
COc1ccc(Cn2c(-c3ccc(OC)cc3)nc3ccccc32)cc1	-1	1.2	4	102	103	4	-17	15	-19	5	102
Nc1ccccc1C(=O)NNC(=O)C(=O)/C=C(\O)c1ccccc1	/	/	6	100	101	/	15	/	-45	-93	?
O=C(C1CCN(S(=O)(=O)c2cccnc2)CC1)N1CCN(c2cccc(Cl)c2)CC1	0	0.2	1	35*	27*	0	/	25	6	-25	11*
O=C(N/N=C/c1ccc(OC2CSC2)cc1)c1ccc(CN2CCOCC2)cc1	-2	0.2	9	110	117	1	1	20	-6	-29	119
O=C(C[n+]1cc(-c2ccc(F)cc2)n2c1CCC2)Nc1nc(-c2ccccc2)cs1	-2	1.1	14	104	101	1	/	5	3	-25	102
CC(C)(C)c1ccc(/C=C/C(=O)NC2CCS(=O)(=O)C2)cc1 (stereo unspecified)	-2	0.7	6	105	103	9	18	18	0	-20	100
CCCCCNC(=O)CN(c1ccc2c(c1)OCO2)S(C)(=O)=O	-1	0.7	30	103	107	2	/	9	-2	-10	101
CCOC(=O)CSc1nnc(CNc2nc(-c3ccccc3)cs2)n1C	0	0.4	8	102	101	3	24	14	-1	-20	101
CCN1CCN(Cc2nc3c(c(=O)n(C)c(=O)n3C)n2CCc2ccccc2)CC1	-3	3.5	7	107	106	11	/	16	2	-1	106
c1cc(-c2ccncc2)ccn1	-3	/	6	100	105	2	-23	12	-19	-8	100
COc1ccc(C2=NN(C(C#N)c3ccc(OC)cc3)C(c3ccccc3)C2)cc1 (stereo unspecified)	-6	0.1	7	90	98	6	-3	11	-5	-28	101
Cc1csc(SC(C)C(=O)Nc2ccc3c(c2)OCCO3)n1 (stereo unspecified)	0	-1.2	10	101	99	22	/	12	-5	-15	100
O=C(Nc1ccc(S(=O)(=O)NCc2ccccc2)cc1)Nc1ccc2c(c1)OCO2	1	-0.6	4	102	105	-2	/	28	8	-13	99
Cc1nnc(N/N=C/c2cc([N+](=O)[O-])c(N3CCC(C)CC3)cc2N2CCC(C)CC2)n1N	-1	0.0	8	99	98	0	16	19	-65	-85	94
CS(=O)(=O)NN1C(=O)c2ccccc2NC1c1cccc2cccnc12 (stereo unspecified)	12	1.4	7	101	99	22	12	5	14	-7	97
COc1ccccc1CN1C[C@@H]2C[C@@H](c3ccccc3C)N3CCC[C@@]23C1=O	0	1.8	3	103	102	2	0	11	9	-37	105
COc1ccc(CNC(=O)C2CCN(S(C)(=O)=O)CC2)cc1	0	0.0	7	100	102	1	6	9	-18	-8	99
COc1ccc(CNC(=O)CN(Cc2ccc(OC)cc2)C(=O)c2csnn2)cc1	4	0.9	10	103	102	1	/	19	-10	-5	99
Cc1cc(Cl)ccc1OCCCC(=O)N1CCN(C)CC1	-2	-0.2	13	91	99	2	/	10	11	-18	90
CN(C)S(=O)(=O)c1cc(NC(=O)[C@H](Cc2ccccc2)N2C(=O)c3ccccc3C2=O)ccc1Cl	-5	0.1	3	100	101	-5	-1	13	-4	-24	102
N#Cc1nc(N)nc(N(c2ccccc2)c2ccccc2)n1	-2	-0.4	6	109	100	3	/	49	9	-27	101
COC(=O)[C@H](C)NC(=O)NCc1ccccc1F	-3	1.8	11	102	100	0	/	33	-4	7	102
NC(=O)NC(=O)COC(=O)CCCSc1nc2ccccc2s1	/	/	6	97	100	/	26	/	2	-4	?
NS(=O)(=O)c1ccc(CCNC(=O)c2cncc(Br)c2)cc1	-2	-3.0	50*	99	98	-4	-33	21	9	-32	110
CN=C(NC#N)SCC(=O)c1ccc(Cl)cc1Cl	-3	0.3	27	100	100	0	/	21	-3	-28	101
CNC(=O)Nc1ccc2nc(C)sc2c1	0	-0.1	10	99	100	0	-32	26	27	-31	102
Cc1ccc(NC(=O)C(=O)NNC(=O)c2ccccc2C)cc1Cl	-2	0.2	11	103	101	3	/	21	/	-44	101
Cc1cc(-n2c(C)cc(C(=O)CN3C(=O)NC4(CCCC4)C3=O)c2C)no1	-3	0.7	8	100	102	0	/	12	10	-1	101
Cc1ccc(NC(=S)N(CCC(C)C)C(C)c2ccncc2)c(Cl)c1 (stereo unspecified)	/	/	17	103	101	/	-13	/	18	-110	?
CC(=O)Nc1ccc(S(=O)(=O)N2CCN(C)CC2)cc1	0	0.5	39	101	102	1	9	23	-2	-13	102
